# ADAM10 inh = inhibits human ADAM10; inhibition, % at 7 µM; AID 720582; hit rate 0.62% among 370,000; recombinant ADAM10, EDANS/DABCYL FRET peptide cleavage, 3 h;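 active means inhibition above a per-campaign cutoff equal to the mean of compounds falling between control-based bounds plus 3 SD, cut at about 20% in these data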;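 further: 0% = DMSO wells while the 100% control is not disclosed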
# FXN GAA850 act = increases GAA850 frataxin promoter reporter activity. activation, % at 6 µM. hit rate 0.56% among 360,000. HEK293 lucGAA850 FXN promoter luciferase reporter, 24 h; percent of 10 µM SAHA response;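 active means activation above the average of all compounds screened plus 3 SD, cutoff fixed separately per campaign, cut at about 7.5% in these data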;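 further: 0% = DMSO wells and 100% = 10 µM SAHA wells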
# ssDAF12 agonist = activates DAF-12 receptor from parasite S. stercoralis; activation, % at 6.8 µM; AID 652126; HEK293 ssDAF-12/GRIP1 lit1-tk-luc reporter, luminescence; % of 3 µM dafachronic acid response; hit rate 1% among 370,000;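 active means activation above the mean over all tested compounds plus 3 SD, cut at about 0.9% in these data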;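 further: 0% = DMSO-only wells and 100% = 3 µM delta7-dafachronic acid wells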
# DAX1 inh-1 = DAX1 (NR0B1) inhibition, primary screen; HEK293T StAR-luciferase reporter, SF-1/DAX-1 repression relief; inhibition, % at 6.8 µM; hit rate 1.1% among 370,000; AID 652010;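 active means inhibition above the mean over all tested compounds plus 3 SD, cut at about 3.6% in these data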;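 further: 0% = DAX-1 cells with DMSO and 100% = cells lacking DAX-1 with DMSO; higher inhibition means more luminescence from relief of DAX-1 repression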
# PLC-beta3 inh = inhibitors of human phospholipase C beta3. hit rate 0.18% among 370,000. AID 720704. Q01970. inhibition, % at 12.2 µM. Purified PLC-beta3, fluorogenic substrate, fluorescence; in the data active means inhibition above about 11%;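 further: 0% = median of compound wells on plate and 100% = full blocker control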
# Target sequence (Q01970 whole entry, looked up): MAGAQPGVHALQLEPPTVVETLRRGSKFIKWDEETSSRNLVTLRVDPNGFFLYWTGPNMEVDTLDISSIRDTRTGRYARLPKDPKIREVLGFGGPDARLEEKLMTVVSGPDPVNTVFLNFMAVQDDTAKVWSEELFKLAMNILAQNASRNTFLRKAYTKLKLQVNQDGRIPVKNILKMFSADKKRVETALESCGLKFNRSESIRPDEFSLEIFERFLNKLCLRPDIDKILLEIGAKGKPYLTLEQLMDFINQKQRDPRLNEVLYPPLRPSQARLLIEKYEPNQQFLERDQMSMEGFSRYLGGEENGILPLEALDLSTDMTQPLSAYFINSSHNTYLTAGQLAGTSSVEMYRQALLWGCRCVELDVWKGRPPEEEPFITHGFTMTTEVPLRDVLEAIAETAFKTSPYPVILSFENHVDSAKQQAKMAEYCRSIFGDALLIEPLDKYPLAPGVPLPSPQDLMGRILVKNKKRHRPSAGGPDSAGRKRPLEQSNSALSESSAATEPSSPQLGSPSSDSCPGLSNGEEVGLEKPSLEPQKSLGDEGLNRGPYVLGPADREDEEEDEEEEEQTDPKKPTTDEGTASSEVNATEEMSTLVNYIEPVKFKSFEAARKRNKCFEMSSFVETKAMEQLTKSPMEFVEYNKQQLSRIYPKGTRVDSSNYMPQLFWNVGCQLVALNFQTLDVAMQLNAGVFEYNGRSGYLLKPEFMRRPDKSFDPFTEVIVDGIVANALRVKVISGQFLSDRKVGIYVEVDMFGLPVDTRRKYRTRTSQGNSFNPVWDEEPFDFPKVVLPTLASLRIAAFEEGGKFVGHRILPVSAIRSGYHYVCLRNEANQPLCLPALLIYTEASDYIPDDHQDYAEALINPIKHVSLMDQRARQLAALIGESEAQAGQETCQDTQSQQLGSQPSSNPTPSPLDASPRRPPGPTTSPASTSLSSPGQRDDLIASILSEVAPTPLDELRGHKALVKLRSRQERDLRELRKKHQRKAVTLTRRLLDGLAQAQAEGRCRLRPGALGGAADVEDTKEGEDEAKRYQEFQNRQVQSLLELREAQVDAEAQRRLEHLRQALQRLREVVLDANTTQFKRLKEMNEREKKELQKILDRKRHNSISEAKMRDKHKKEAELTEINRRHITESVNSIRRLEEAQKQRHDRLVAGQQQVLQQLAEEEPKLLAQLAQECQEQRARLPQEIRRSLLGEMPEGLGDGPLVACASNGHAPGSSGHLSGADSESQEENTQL
# hgDAF-12 ag = agonists of H. glycines DAF-12 nuclear receptor | AID 687014 | HEK293 GAL4-hgDAF12 UAS-luciferase reporter, agonist luminescence; normalized to butyrate control | activation, % at 6.8 µM | hit rate 1.8% among 370,000;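 active means activation above a cutoff set at the mean of all screened compounds plus 3 SD, cut at about 10% in these data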;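 further: 0% = DMSO wells and 100% = sodium butyrate wells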
# hcDAF12 agonist = activators of H. contortus DAF-12 nuclear receptor | AID 652067 | HEK293 hcDAF-12 lit1-tk-luc reporter, luminescence; 0% DMSO, 100% Δ7-dafachronic acid | activation, % at 6.8 µM | hit rate 1.4% among 370,000;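 active means activation above the mean of all tested compounds plus 3 SD, cut at about 5.5% in these data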;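 further: 100% = response to 3 µM Δ7-dafachronic acid high control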
# ADAM17 inh = inhibitors of human ADAM17 | hit rate 0.83% among 370,000 | inhibition, % at 6.95 µM | recombinant ADAM17, EDANS/DABCYL FRET peptide cleavage;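 active means inhibition above the mean of compounds lying between control limits plus 3 SD, set per campaign, cut at about 8.5% in these data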;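 further: 0% = DMSO-only wells as the low control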
# PLC-gamma1 inh = blocks human PLC-gamma1 enzyme activity. inhibition, % at 12.2 µM. purified PLC-gamma1, fluorogenic substrate, fluorescence. hit rate 0.84% among 370,000. P19174. AID 720700; in the data active means inhibition above about 9.5%
# sPLA2-III inh = Blocks human group III sPLA2 activity | Q9NZ20 | QFRET BODIPY PC-A2 liposome hydrolysis, fluorescence | inhibition, % at 12.2 µM | hit rate 0.56% among 370,000;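 active means inhibition above mean plus 3 SD of compounds lying within the high and low control bounds, cut at about 19% in these data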;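 further: 0% = median of test compound wells and 100% = no enzyme DMSO wells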
# DAX1 inh-2 = inhibitors of human orphan nuclear receptor DAX1 (NR0B1); P51843; HEK293 Gal4-DAX1 luciferase reporter, luminescence; inhibition, % at 6.75 µM; hit rate 0.99% among 340,000; AID 504766;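 active means inhibition above the mean over all tested compounds plus 3 SD, cut at about 4.2% in these data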;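 further: 0% = DAX1-transfected cells with DMSO and 100% = empty-vector control cells with DMSO; inhibition shows as a rise in luminescence from relieved DAX1 repression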
# The depositor's hits bear a star; i = inactive; · = not tested or not shown. Rows were taken by chance; overall some 6.9% were active at least once.
entry	smiles	ADAM10 inh	FXN GAA850 act	ssDAF12 agonist	DAX1 inh-1	PLC-beta3 inh	hgDAF-12 ag
1	O=C(Cn1nc(C(=O)O)c2ccccc2c1=O)Nc1ccc(F)cc1	3	1.7	-0.9	0.1	-4	-1.1
2	N=c1ccn(CC(=O)c2ccc(-c3ccccc3)cc2)cc1	-11	-5.9	-3.2	-5.5	-1	-11
3	Cc1cc(C)c2cc(C)c(SCC(=O)NCc3ccco3)nc2c1	-1	0.6	-1.7	-0.3	-3	-2.7
4	C=CCn1nnnc1SCC(=O)Nc1cccc(OC)c1	-2	2.3	-0.4	0.6	-3	1.0
5	COc1ccccc1OCCNC(=O)Nc1ccc(Br)cc1	-1	-1.1	-2.1	-0.6	-5	0.9
6	COc1ccc(S(=O)(=O)N2CCC(C(=O)OCC(=O)c3ccccc3)CC2)cc1[N+](=O)[O-]	8	0.2	-1.1	0.6	11*	1.7
7	CC(=O)OC(C(=O)Nc1nccs1)c1ccccc1 (centres undefined)	0	-0.3	-0.9	0.6	-2	-1.0
8	Cc1cc(SCc2c(F)cccc2Cl)nc(=O)[nH]1	1	1.5	-1.5	0.5	-9	0.6
9	COc1ccccc1-c1noc2c1C(=O)N(Cc1cn(-c3ccccc3OC)nn1)CC2	12	·	-1.4	-0.5	2	-2.4
10	NC(=O)c1ccc(SCC(=O)OCC(=O)NCc2ccco2)c([N+](=O)[O-])c1	-19	1.3	-1.1	0.4	-8	0.6
11	CC(C)C(=O)NNC(=O)CSc1nnc(-c2ccccc2)c(-c2ccccc2)n1	1	1.1	-0.7	0.0	-5	0.0
12	CCN(Cc1ccccc1)C(c1cc2cc(C)ccc2[nH]c1=O)c1nnnn1CCOC (centres undefined)	-70	-0.1	-0.7	0.3	-22	4.0

entry	hcDAF12 agonist	ADAM17 inh	PLC-gamma1 inh	sPLA2-III inh	DAX1 inh-2
1	0.7	0	2	-3	-0.5
2	-3.8	-4	-1	-22	-2.3
3	-3.9	2	1	-3	-0.5
4	-0.3	-5	0	-6	-0.5
5	-0.1	5	-3	-11	0.4
6	-1.6	4	4	0	-1.1
7	0.3	-2	13*	3	3.0
8	-0.2	-2	-3	-1	0.3
9	-2.1	-1	2	2	·
10	-0.7	-2	-8	6	0.6
11	-1.6	4	-1	-12	-0.2
12	0.0	-28	-21	2	1.8

# Overlap with the part before: 6 entries; new compounds follow.
entry	smiles	ADAM10 inh	FXN GAA850 act	ssDAF12 agonist	DAX1 inh-1	PLC-beta3 inh	hgDAF-12 ag
7	CC(=O)OC(C(=O)Nc1nccs1)c1ccccc1 (centres undefined)	0	-0.3	-0.9	0.6	-2	-1.0
8	Cc1cc(SCc2c(F)cccc2Cl)nc(=O)[nH]1	1	1.5	-1.5	0.5	-9	0.6
9	COc1ccccc1-c1noc2c1C(=O)N(Cc1cn(-c3ccccc3OC)nn1)CC2	12	·	-1.4	-0.5	2	-2.4
10	NC(=O)c1ccc(SCC(=O)OCC(=O)NCc2ccco2)c([N+](=O)[O-])c1	-19	1.3	-1.1	0.4	-8	0.6
11	CC(C)C(=O)NNC(=O)CSc1nnc(-c2ccccc2)c(-c2ccccc2)n1	1	1.1	-0.7	0.0	-5	0.0
12	CCN(Cc1ccccc1)C(c1cc2cc(C)ccc2[nH]c1=O)c1nnnn1CCOC (centres undefined)	-70	-0.1	-0.7	0.3	-22	4.0
13	O=C(Cn1c(O)c(N=NC(=O)c2ccncc2)c2ccccc21)Nc1ccccc1	2	·	-0.6	0.7	-9	-0.3
14	NC1=NC2(CCCC2)n2c(nc3ccccc32)N1	-1	0.3	-1.2	0.4	4	-0.3
15	O=C(O)C1CCN(Cc2cnn(-c3ccccc3)c2-n2cccc2)CC1	-7	0.7	-0.5	0.1	0	3.2
16	Cc1ccccc1N1CC(c2nc3ccccc3[nH]2)CC1=O (centres undefined)	1	-3.8	-0.7	0.1	4	0.2
17	Cc1ccc(NC(=O)NCCN2C(=O)C3C4C=CC(C4)C3C2=O)cc1 (centres undefined)	-2	3.1	-0.8	5.1*	3	10
18	CN(C)c1nc(N)nc(N(c2ccccc2)c2ccccc2)n1	-3	2.8	-1.2	-0.2	0	-1.7
19	COC1=C(OC)C(=O)C(CCCCCCCCCCO)=C(C)C1=O	-4	-0.4	-1.0	-2.9	-3	-4.3
20	Cn1cc(S(=O)(=O)Nc2ccc(Br)cc2F)c(=O)n(C)c1=O	-6	1.5	-0.5	0.3	-2	0.3
21	Cc1cc(O)c(Sc2ncn[nH]2)cc1NS(=O)(=O)c1ccc(Cl)cc1	-3	-1.8	-1.3	-0.3	-3	1.5
22	COC(=O)c1cc2c(C)[nH]c(C)c2cc(C(=O)OC)c1=O	-105	1.4	-1.3	-0.5	-120	-1.0
23	Nc1c(N(Cc2ccco2)C(=O)COc2ccccc2)c(=O)[nH]c(=O)n1Cc1ccccc1	-1	-1.0	-0.7	-1.0	-4	-1.7
24	CCCCN(C=O)c1c(CC)nc2c(OCc3cc(Cl)cc(Cl)c3)cccn12	-5	1.1	-1.8	-1.4	-3	-4.2

entry	hcDAF12 agonist	ADAM17 inh	PLC-gamma1 inh	sPLA2-III inh	DAX1 inh-2
7	0.3	-2	13*	3	3.0
8	-0.2	-2	-3	-1	0.3
9	-2.1	-1	2	2	·
10	-0.7	-2	-8	6	0.6
11	-1.6	4	-1	-12	-0.2
12	0.0	-28	-21	2	1.8
13	-0.3	-6	1	3	·
14	-1.6	0	3	3	0.7
15	-1.3	-2	-13	4	1.2
16	1.1	0	-1	-7	1.3
17	6.5*	1	4	0	5.8*
18	-1.7	2	0	-4	0.1
19	-0.8	-2	0	0	·
20	1.0	-2	2	2	0.9
21	-1.6	-1	-3	-98	-0.4
22	-1.2	-30	-113	6	-0.2
23	-0.3	-1	1	-2	-0.2
24	-2.6	-2	0	13	·

# Continuation.
entry	smiles	ADAM10 inh	FXN GAA850 act	ssDAF12 agonist	DAX1 inh-1	PLC-beta3 inh	hgDAF-12 ag
25	CCOc1ccccc1N1CCN(S(=O)(=O)c2cc(C)ccc2OC)CC1	3	4.5	-1.2	-0.2	-2	-1.9
26	Cn1cc(Br)c(C(=O)N/N=C/c2cccc(OC3CSC3)c2)n1	0	3.5	-0.9	1.0	4	3.5
27	CCOc1cc(NC(=S)Nc2ccccc2)c(OCC)cc1NC(=O)c1ccccc1	0	-0.9	-1.6	-0.7	-7	-1.0
28	CSC(=N/N=C(\N)c1cnccn1)SC	6	3.5	-1.1	0.2	6	-0.6
29	CC(C)(C)OC(=O)N1CCC(C(N)=O)CC1	-14	2.1	-1.2	0.1	-2	-3.2
30	COc1ccc(NS(=O)(=O)c2cc(C(=O)N(C)CCc3ccccn3)ccc2Cl)cc1	-11	-3.3	-0.6	-1.4	-5	0.7
31	O=C(NN1CCOCC1)c1cccc2ccccc12	-3	-0.9	0.4	0.3	-2	-0.1
32	CCCc1c(C(=O)NNc2ccccc2OC)cnn1-c1ccccc1	-2	-0.4	-1.4	0.0	-9	1.6
33	Cc1cc(SCCC(=O)O)nc2c(C)cccc12	4	-1.5	-0.6	0.0	-4	0.8
34	c1ccc(-c2nccc(-c3ccco3)n2)nc1	-4	2.4	0.0	0.2	-4	-2.3
35	CCN(CCNC(=O)C1CCN(S(=O)(=O)c2c(C)noc2C)CC1)c1ccccc1	8	0.4	-1.4	-0.1	0	4.4
36	COc1cc(NC(=O)c2ccco2)ccc1NC(=O)c1ccccc1Cl	-13	0.0	-1.6	-0.6	-4	-0.6

entry	hcDAF12 agonist	ADAM17 inh	PLC-gamma1 inh	sPLA2-III inh	DAX1 inh-2
25	0.4	1	1	-9	-0.5
26	0.6	4	4	0	-0.3
27	-1.7	-3	-9	3	-0.3
28	-1.9	5	13*	3	-1.1
29	3.6	-7	-1	1	0.4
30	0.5	-2	2	7	0.3
31	0.8	7	3	21*	-0.6
32	-1.3	-2	0	-1	-0.2
33	1.3	-2	-1	6	1.3
34	-1.1	-6	-3	7	-0.6
35	-1.1	-1	-2	4	-0.1
36	-2.9	-8	-2	2	-0.7

# (more compounds)
entry	smiles	ADAM10 inh	FXN GAA850 act	ssDAF12 agonist	DAX1 inh-1	PLC-beta3 inh	hgDAF-12 ag
37	O=C(Nc1cccc(NC(=O)c2ccco2)c1)c1ccc2c(c1)OCCO2	1	1.6	-1.9	-0.3	1	5.3
38	CCOC(=O)N1CCC(NC(=O)c2cc3sccc3n2CC)CC1	10	1.0	-1.2	0.2	2	0.0
39	CCCN(CC1CC1)C(=S)NC(=O)c1ccccc1C	-5	-1.9	-1.0	0.2	3	-0.8
40	Cc1csc(NC(=O)CSc2nnc(Cc3cccn3C)n2-c2ccc(F)cc2)n1	-6	-1.0	-1.1	0.3	2	1.7
41	COc1ccc(CN2C(=O)c3cccnc3C2=O)cc1S(=O)(=O)N(C)c1cccc(C)c1	-4	0.2	-0.7	0.1	-10	-0.8
42	CCCOc1ccccc1N1C(=O)CC(N(O)c2ccccc2)C1=O (centres undefined)	-6	2.2	-1.8	-0.6	-2	1.4
43	CC1=C(C(=O)N2CCOCC2)CC(CC(=O)NCc2cccs2)C(=O)N1Cc1ccc(F)cc1 (centres undefined)	-9	0.6	-1.1	0.7	0	1.4
44	NC(=O)c1oc2ccccc2c1NC(=O)c1ccccc1	7	2.1	-0.7	-0.2	-3	2.4
45	Cc1ccc2nc(N3CCC(C(=O)O)CC3)nc(-c3ccccc3)c2c1	-199	0.2	-0.9	0.1	i	-1.5
46	COC(=O)c1sc(NC(=O)c2c(F)cccc2F)c(C#N)c1C	6	0.1	-1.8	0.0	-17	-0.1
47	O=C1N(CCCO)CCC12CCCCC2	-6	·	-0.8	-0.2	0	-0.4
48	O=C(CC1S/C(=N/N=C/C=C/c2ccccc2)NC1=O)Nc1ccc(C(=O)O)cc1 (centres undefined)	0	-0.9	-1.6	-0.1	-4	1.9
49	CCOc1ccc(CN(CCO)CCO)cc1C(=O)OC	-5	-0.2	-1.3	0.1	5	1.0

entry	hcDAF12 agonist	ADAM17 inh	PLC-gamma1 inh	sPLA2-III inh	DAX1 inh-2
37	-1.3	-4	-1	0	-1.2
38	-2.4	0	-2	-2	-0.3
39	-3.4	5	4	4	0.7
40	-1.5	-4	-1	-24	0.3
41	-0.6	-3	3	8	-0.2
42	0.9	1	-3	8	-0.1
43	-0.1	-1	0	5	-0.6
44	1.1	0	1	3	-1.0
45	-0.6	-51	-491	-11	1.2
46	-0.5	1	-8	-10	1.4
47	0.5	-2	0	9	·
48	-1.4	-2	-6	-1	0.0
49	-0.2	-7	1	8	0.1

# High-throughput results from PubChem.
